# High-throughput results (PubChem BioAssay)
# EP2 mod – modulators of human EP2 prostaglandin E2 receptor; induction, % at 25 µM; EP2-expressing cells, cAMP HTRF FRET, PGE2 co-stimulation; 0.83% of 260,000 active;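 active = compounds whose cAMP rise, as percent of the full-agonist control response, exceeds 60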;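 also: rat C6 glioma line stably carrying human EP2 under a CMV promoter; the protocol text gives 20 µM as final concentration; 100% = response of wells given 1 µM PGE2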
# Target sequence (P43116 whole entry, looked up): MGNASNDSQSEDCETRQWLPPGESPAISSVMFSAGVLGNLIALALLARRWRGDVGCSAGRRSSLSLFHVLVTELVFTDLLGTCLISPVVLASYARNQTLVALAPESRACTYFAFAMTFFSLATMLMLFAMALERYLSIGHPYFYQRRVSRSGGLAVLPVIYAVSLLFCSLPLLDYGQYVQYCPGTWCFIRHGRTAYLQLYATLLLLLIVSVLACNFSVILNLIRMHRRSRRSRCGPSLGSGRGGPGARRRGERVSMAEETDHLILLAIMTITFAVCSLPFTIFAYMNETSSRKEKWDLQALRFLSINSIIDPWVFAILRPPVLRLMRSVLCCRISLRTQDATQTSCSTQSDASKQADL
# Active calls of the source: *.
SMILES,EP2 mod
CC[n+]1c(/C=C2/C=Cc3cc(C)ccc3N2CCCS(=O)(=O)[O-])ccc2cccc(C)c21,-22.4
Nc1n[nH]c(-c2ccccc2)c1Cl,-47.3
CCCOc1ccc(C2C(C(=O)Nc3ccccc3OC)=C(C)Nc3ncnn32)cc1 (stereo unspecified),2.4
O=C(c1cccc(Cl)c1)N1CCN(Cc2ccc3c(c2)OCO3)CC1,-58.7
Cc1cccc(N(CC(=O)N2CCCCC2)S(C)(=O)=O)c1,-0.8
CC(=O)c1ccc(N2CCN(CC(=O)Nc3nccs3)CC2)cc1,15.5
CC(C)NC(=O)C(=O)Nc1nccs1,-4.8
Cc1ccc(-c2cnc3ccccc3n2)cc1NC(=O)CN1CC(C)OC(C)C1 (stereo unspecified),-46.9
Cc1ccc(CN(CCN(C)C)Cc2c(C)nn(C(C)C)c2C)o1,6.4
Nc1ccc(-c2nn[nH]n2)cc1,-11.2
CCc1ccc2[nH]c(=O)c(CN(CCN3CCOCC3)Cc3nnnn3C(C)(C)C)cc2c1,10.6
COc1ccc(NC(=O)CSc2nnc3n(CC(=O)N4CCCC4)c4ccccc4n23)cc1OC,0.4
CC(C)(C)NC(=O)C(c1ccncc1)N(C(=O)c1csnn1)c1ccccc1F (stereo unspecified),4.7
CCCn1c(CN2CCOCC2)nc2c1c(=O)n(C)c(=O)n2C,14.6
C[n+]1cn(CC(O)COc2ccc(C(=O)O)cc2)c2ccccc21 (stereo unspecified),-12.7
COc1ccc(-c2csc(NC(=O)c3ccc4c(c3)OCO4)n2)cc1OC,-36.9
CCc1cc2ccccc2nc1SCC(=O)Nc1ccccc1N1CCOCC1,34.3
CCn1c(SCC(=O)NC2CCCC2)nnc1-c1ccco1,-23.7
CC(=O)NC1C(=O)N=C(C)N1c1ccccc1 (stereo unspecified),-12.4
O=C(NCCn1nc(-c2ccco2)ccc1=O)C1CCCO1 (stereo unspecified),-5.0
Cc1ccccc1OCC(=O)Nc1ccncc1,-54.4
CN(C)Cc1c[nH]c2nc[nH]c(=O)c12,18.3
COc1ccc(NC(=O)CSc2nc3cc4c(cc3cc2C)OCO4)cc1,-95.5
CCS(=O)(=O)N1CCN(Cc2cnc(N3CCCCC3)nc2)CC1,-20.0
CC(C)(C)NC(=O)C(c1ccco1)N(C(=O)c1csnn1)c1ccc(Cl)cc1 (stereo unspecified),4.8

# By substructure, those above with a Cl atom (3)
SMILES,EP2 mod
Nc1n[nH]c(-c2ccccc2)c1Cl,-47.3
O=C(c1cccc(Cl)c1)N1CCN(Cc2ccc3c(c2)OCO3)CC1,-58.7
CC(C)(C)NC(=O)C(c1ccco1)N(C(=O)c1csnn1)c1ccc(Cl)cc1 (stereo unspecified),4.8

# (listing goes on)
SMILES,EP2 mod
COc1cccc2c(C)cc(=O)[nH]c12,-2.8
O=C(N1CCC(n2cnc3cccnc32)CC1)C1(c2ccc(Cl)cc2)CCC1,-35.6
COc1ccc2c(c1)NC1(CCN(Cc3ccc(OC)c(OC)c3)CC1)c1cccn1-2,-55.5
C=C(C)CSc1nc2c(c(=O)n(C)c(=O)n2C)n1Cc1ccccc1Cl,73.7*
COc1cccc(C2(NC(=O)Cc3nc4nc(C)cc(C)n4n3)CCCC2)c1,-53.5
O=C(NC1CCCC1)C(c1ccccc1F)N(Cc1ccc2c(c1)OCO2)C(=O)c1ccco1 (stereo unspecified),8.9
CC(C)(C)c1ncc(C(=O)NCc2nc(-c3ccccc3)no2)cn1,-46.0
O=C1CN=C(Nc2ccc(F)cc2)N1C1CCCC1,-5.3
CC1CN(CCC(=O)Nc2ccc(F)c(F)c2)CC(C)O1 (stereo unspecified),-25.1
N#CCCN1CCN(C(=S)c2ccc(-c3ccc(Br)cc3)o2)CC1,-122.1
COc1ccc2cc(CN(Cc3ccco3)S(=O)(=O)c3ccc(C(C)(C)C)cc3)c(=O)[nH]c2c1,2.1
CCc1ccccc1NC(=O)CSc1nnc2c(C)cc3cc4c(cc3n12)OCO4,-35.2
COc1ccc(CC(=O)N2CCCC(c3nc(-c4cccnc4)n[nH]3)C2)cc1 (stereo unspecified),-10.1
CCN1CCCC1CN(Cc1cc2c(C)cc(C)cc2[nH]c1=O)C(=O)Nc1ccccc1F (stereo unspecified),11.9
COCCn1nnnc1CN(Cc1cc2ccc(C)cc2[nH]c1=O)C1CCCCC1,-33.0
O=C(NCc1ccncc1)C1CCN(C(=O)c2cccc(Cl)c2)CC1,-8.9
Cc1cc(OCC(=O)Nc2nnc(C(C)C)s2)cc(C)c1Cl,-10.8
Cc1cc(NCCNS(=O)(=O)c2ccc3c(c2)oc(=O)n3C)c2ccccc2n1,-14.3
C=CCn1c(SCC(=O)Nc2cc(Cl)ccc2OC)nnc1-c1ccco1,-24.5
CCOc1ccc2nc3sc(C(=O)Nc4cc(OC)ccc4OC)c(N)c3cc2c1,21.4
CCOc1ccc(NC(=O)COc2ccc(S(=O)(=O)N3CCCC3)cc2)cc1,-5.9
CCC(=O)N1CCN(c2ccc(N)cc2)CC1,-20.6
O=C(O)[C@@H]1[C@H]2O[C@H]([C@@H](Br)[C@H]2Br)[C@@H]1C(=O)O,6.1
CCS(=O)(=O)N1CCC(n2nnc3ccccc3c2=O)CC1,1.3
COc1ccc(-c2ccccc2)cc1NS(=O)(=O)c1ccc2c(c1)CCC(=O)N2,-100.1

# Shown as tab-separated lines: 7 of the compounds above.
SMILES	EP2 mod
COc1ccc2cc(CN(Cc3ccco3)S(=O)(=O)c3ccc(C(C)(C)C)cc3)c(=O)[nH]c2c1	2.1
CCc1ccccc1NC(=O)CSc1nnc2c(C)cc3cc4c(cc3n12)OCO4	-35.2
COc1ccc(CC(=O)N2CCCC(c3nc(-c4cccnc4)n[nH]3)C2)cc1 (stereo unspecified)	-10.1
CCN1CCCC1CN(Cc1cc2c(C)cc(C)cc2[nH]c1=O)C(=O)Nc1ccccc1F (stereo unspecified)	11.9
COCCn1nnnc1CN(Cc1cc2ccc(C)cc2[nH]c1=O)C1CCCCC1	-33.0
O=C(NCc1ccncc1)C1CCN(C(=O)c2cccc(Cl)c2)CC1	-8.9
Cc1cc(OCC(=O)Nc2nnc(C(C)C)s2)cc(C)c1Cl	-10.8

# (list continues)
SMILES,EP2 mod
O=C(Nc1cccc(O)c1)C1CC(c2c(F)cccc2Cl)=NO1 (stereo unspecified),-3.9
CCc1c(C)[nH]c2c(OC)cccc2c1=O,-19.2
CCCC(=O)N1CCc2cc(-c3nc(NC(=O)c4ccncc4)sc3C)ccc21,-58.5
CC1CC(C)CN(C(=O)Cn2c(SCC(=O)N3CCCCC3)nc3ccccc32)C1 (stereo unspecified),23.5
Cc1ccc(CN(CCCn2ccnc2)Cc2nc3ccccc3[nH]2)o1,10.7
C#CCn1nc(CC)n2c(cc3sccc32)c1=O,-17.4
COc1cc(-c2cc(C#N)on2)ccc1OCc1ccccc1,-15.9
O=C(NCCO)C(=O)NCC1OCCc2ccccc21 (stereo unspecified),-2.3
Cc1ccc2nc3c(cc2c1)CN(Cc1ccc(Cl)cc1)C(=O)CO3,-86.6
CCn1nnnc1SCC(=O)Nc1nc(-c2ccc(Cl)cc2)cs1,-55.1
Cc1cccc(NC(=O)Cn2nc3c(C)cc4ccccc4n3c2=O)n1,-0.5
OC(COc1ccc(Cl)cc1Cl)Cn1cnc2ccccc21 (stereo unspecified),-82.4
CCc1ccc(NC(=O)CSc2nc3c(C)cccc3cc2C#N)cc1,25.1
O=C1CCc2cc(S(=O)(=O)Nc3ccc(Cc4ccncc4)cc3)ccc2N1,-67.5
COc1cccc(NC(=O)c2ccc3c(c2)OCCO3)c1,-107.4
CCC(OC(=O)C1C2C=CC3(CN(c4ccc(C)cc4C)C(=O)C13)O2)C(=O)NC(C)(C)C (stereo unspecified),-6.8
Cc1ccc2cc(CN(Cc3cccs3)C(=O)NC3CCCCC3)c3nnnn3c2c1,57.4
COc1cccc(N2CCN(CC(=O)Nc3cccc4ccccc34)CC2)c1,-61.1
CN1c2ncccc2C(=O)NC12CCN(C(=O)c1cccnc1)CC2,-19.3
CCc1cc2cc(C)cc(C)c2nc1SCC(=O)Nc1nc(C)cs1,48.9
COC(=O)c1c(NC(=O)CCc2ccccc2)sc(C(=O)N2CCCCC2)c1C,-62.8
CCc1nnc(NC(=O)CSc2nc3cc(C)c(C)cc3cc2C)s1,35.2
C=CCN(C(=O)c1csnn1)C(C(=O)NC(C)(C)C)c1ccccc1F (stereo unspecified),32.5
CCOc1ccc(CN2CCN(C(=O)c3cc(OC)c(OC)c(OC)c3)CC2)cc1,-15.6
C=C(C)Cn1c(SCC(=O)c2ccccc2)nc2c1c(=O)[nH]c(=O)n2C,12.7

# Other entries
SMILES,EP2 mod
COC(=O)Cn1c(Br)nc2c1c(=O)[nH]c(=O)n2C,4.7
CCC(OC(=O)c1nsc(Cl)c1Cl)C(=O)NCc1ccc(F)cc1 (stereo unspecified),-5.4
Cc1cnc(C(=O)N[C@@H](Cn2nc(-c3ccc(F)c(F)c3)ccc2=O)C(C)C)cn1,3.2
COC(=O)c1c(NC(=O)c2cc(OC)c(OC)c(OC)c2)sc(C(=O)N2CCCCC2)c1C,-1.9
COc1ccc(C(O)CN2CCC3(CC2)CC(O)c2ccc4ccccc4c2O3)cc1 (stereo unspecified),-92.7
O=C1CCc2cc(S(=O)(=O)Nc3ccc(OCc4ccccc4)cc3)ccc2N1,-170.2
COCCn1nnnc1C(C(C)C)N(Cc1cc2cc(C)c(C)cc2[nH]c1=O)C1CCCC1 (stereo unspecified),-31.9
O=C1NC2(CCN(C(=O)c3cnccn3)CC2)Oc2ccccc21,-39.3
O=C(Nc1ccc(S(=O)(=O)NCc2cccnc2)cc1)c1cnccn1,-24.1
C=C(NC(=O)C(=C)NC(=O)c1csc(C2=NC3c4csc(n4)C4NC(=O)c5csc(n5)C(C(C)(O)C(C)O)NC(=O)C5CSC(=N5)C(=CC)NC(=O)C(C(C)O)NC(=O)c5csc(n5)C3(CC2)NC(=O)C(C)NC(=O)C(=C)NC(=O)C(C)NC(=O)C(C(C)CC)NC2C=Cc3c(C(C)O)cc(nc3C2O)C(=O)OC4C)n1)C(N)=O (stereo unspecified),18.9
Cc1ccc(CN(CCCn2ccnc2)Cc2cccc(C(F)(F)F)c2)o1,9.3
O=C(C1CCCC1)N1CCC[C@H]1Cn1nc(-c2cccs2)ccc1=O,-39.9
COc1cc(NC(=O)CC23CC4CC(CC(C4)C2)C3)ccc1NC(=O)c1ccco1,-0.2
CCC(Sc1nnc2c3ccccc3n(C)c2n1)C(=O)NC(C(=O)OC)c1ccccc1 (stereo unspecified),18.5
CCc1nc2cc(NC(=O)c3cnc(SC)nc3)ccc2n1C,-5.9
CC1CCCN(c2nc3c(c(=O)[nH]2)CCN(Cc2ccc(O)cc2)C3)C1 (stereo unspecified),-30.1
Cc1c(C(=O)N2CCc3c(nc(N4CCCC4)[nH]c3=O)C2)cnn1C,-2.0
Cc1c(Cl)cccc1NC(=O)C[C@H]1Sc2ccccc2NC1=O,-44.0
Cc1ccc2oc(=O)n(CC(=O)NCCN3CCc4ccccc43)c2c1,-109.5
COC(=O)c1cccc(NC(=O)CSc2nncn2-c2ccccn2)c1,-27.2
Cc1nc2c(C)cccc2cc1C(=O)NCc1nc(-c2ccccc2Cl)no1,-84.6
CCOC(=O)Cc1csc(NS(=O)(=O)c2ccc(NC(C)=O)cc2)n1,-37.7
COc1ccc(OC)c(-n2nnnc2SCC(=O)Nc2ccccc2OC)c1,-30.2
Cc1cc(C)n2ncc(C(=O)Nc3sc4c(c3C#N)CCCC4)c2n1,-0.6
CC(=O)[C@@H](C)CCO[C@]1(C)OCC[C@@H]1C,5.8

# Next compounds:
SMILES,EP2 mod
OCCCc1nc2ccccc2n1Cc1ccc(Cl)cc1,-3.6
O=C(C1CC(c2ccccc2Cl)=NO1)N1CCOCC1 (stereo unspecified),37.3
CCc1nc2ccccc2n1CC(=O)N[C@H](CC)Cn1nc(-c2cccs2)ccc1=O,0.6
O=C(CNC(=O)c1ccco1)NCC(=O)OCc1ccc(Cl)cc1Cl,7.5
COc1ccc(/C=C\c2nc(O)c([N+](=O)[O-])c(=O)[nH]2)cc1O,-15.7
CCOc1cccc(OCC)c1NC(=O)CSc1nc2ccccc2c(=O)n1C,3.1
COc1nc(Nc2ccc(C3Nc4ccccc4O3)cc2)nc(N2CCOCC2)n1 (stereo unspecified),-71.5
Cc1cc2c(cc1CN1CCC(O)(c3ccccc3)C1)OCO2 (stereo unspecified),-28.7
CCCNC(=O)c1c(NC(=O)c2ccc(OC)c(OC)c2)sc2c1CCCC2,5.2
CC(C)=CCC/C(C)=C/CC/C(C)=C/CO,21.4
CCOC(=O)c1[nH]c(C)c(CN2CCC3(CC2)NC(=O)c2ccccc2O3)c1C,-32.7
CCOc1cc(C2C(C#N)=C(N)Oc3n[nH]c(C)c32)c(C)cc1OC (stereo unspecified),-20.8
O=C(Nc1cccc(NC(=O)c2cccc(Cl)c2)c1)c1cccnc1,-0.5
COCCCNc1nc2c(c(=O)[nH]c(=O)n2C)n1Cc1ccccc1Cl,-17.0
CCN(CC)c1ccc2c(c1)oc(=O)c1cc3ccccc3nc12,-14.2
Cc1nn(-c2ccccc2)c(Cl)c1C(=O)NCc1ccco1,-62.4
Cc1ccc(-c2nnc(CSc3nnc4c5c6c(sc5nc(C)n34)CCCC6)o2)cc1,13.7
CCOCc1nnc(NC(=O)Cn2c3c(c4ccccc42)CCC3)s1,-14.0
Cc1nc2c(c(=O)[nH]1)CN(Cc1ccc(N3CCCCC3)cc1)CC2,-26.5
C[C@@H]1c2ccccc2Cn2cc3c(c21)C(=O)c1cccc(OP(=O)(O)OCc2ccccc2)c1C3=O,25.4
CC1(C)CC(N(Cc2cccnc2)Cc2ccsc2)CC(C)(C)N1,-24.9
COc1ccc(N2CCN(Cc3nnnn3CC3CCCO3)CC2)cc1 (stereo unspecified),16.1
O=S(=O)(c1ccc(F)c(Cl)c1)N1CCC2(CC1)Nc1ccccc1-n1cccc12,-36.6
CC1CCCN(c2nc3c(c(=O)[nH]2)CCN(Cc2cccnc2)C3)C1 (stereo unspecified),6.3
CCc1ccccc1NC(=O)c1sc2cc(C)ccc2c1Cl,-14.7
CCOc1ccc(NC(=O)CSc2nnc(-c3cccnc3)n2Cc2ccccc2)cc1,0.5
COc1ccc([C@@H]2C[C@H](OC(=O)c3ccc4c(c3)n(C)c(=O)n4C)C(=O)N2C)cc1,-18.8
CCc1ccc2[nH]c(=O)c(CN(CCN3CCOCC3)C(=S)NCCOC)cc2c1,-16.9
O=C(Nc1nc2ccc(F)cc2s1)c1ccccc1F,-53.1

# Not all compounds are listed; rates above refer to the full screens.
